Screens from PubChem.
CIT2 TOR yeast: alters CIT2-GFP fluorescence in TOR pathway yeast screen | S. cerevisiae CIT2-GFP strain, flow cytometry, 3 h; 100 means same as DMSO wells | AID 2029 | actives 0.065% (n = 320,000) | GFP response vs DMSO, % at 10 µM;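 active = GFP response relative to DMSO above a set limit, near the screen mean plus 3 SD, cut at about 150% in these data; inconclusive = Fewer than 70 cells measured for a yeast strain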;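 also: ratio of well median GFP fluorescence to mean of DMSO wells on the plate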
MEP2 TOR yeast: alters MEP2-GFP fluorescence in TOR pathway yeast screen; actives 0.51% (n = 330,000); S. cerevisiae MEP2-GFP strain, flow cytometry GFP, 3 h; 100% = DMSO control level; GFP response vs DMSO, % at 10 µM; AID 2016;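 active = GFP response versus DMSO above a set limit, roughly screen mean plus 3 SD, cut at about 180% in these data; inconclusive = fewer than 70 cells counted for a yeast strain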;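 also: median GFP fluorescence of the barcode-gated MEP2-GFP cells per well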
AHR act: activators of human aryl hydrocarbon receptor; P35869; AHR-responsive luciferase reporter cells, luminescence; activation, % at 5 µM; actives 2.5% (n = 320,000); in the data active = activation above about 47%;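 also: 0% = vehicle wells and 100% = reference agonist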
Target sequence (P35869 whole entry, looked up): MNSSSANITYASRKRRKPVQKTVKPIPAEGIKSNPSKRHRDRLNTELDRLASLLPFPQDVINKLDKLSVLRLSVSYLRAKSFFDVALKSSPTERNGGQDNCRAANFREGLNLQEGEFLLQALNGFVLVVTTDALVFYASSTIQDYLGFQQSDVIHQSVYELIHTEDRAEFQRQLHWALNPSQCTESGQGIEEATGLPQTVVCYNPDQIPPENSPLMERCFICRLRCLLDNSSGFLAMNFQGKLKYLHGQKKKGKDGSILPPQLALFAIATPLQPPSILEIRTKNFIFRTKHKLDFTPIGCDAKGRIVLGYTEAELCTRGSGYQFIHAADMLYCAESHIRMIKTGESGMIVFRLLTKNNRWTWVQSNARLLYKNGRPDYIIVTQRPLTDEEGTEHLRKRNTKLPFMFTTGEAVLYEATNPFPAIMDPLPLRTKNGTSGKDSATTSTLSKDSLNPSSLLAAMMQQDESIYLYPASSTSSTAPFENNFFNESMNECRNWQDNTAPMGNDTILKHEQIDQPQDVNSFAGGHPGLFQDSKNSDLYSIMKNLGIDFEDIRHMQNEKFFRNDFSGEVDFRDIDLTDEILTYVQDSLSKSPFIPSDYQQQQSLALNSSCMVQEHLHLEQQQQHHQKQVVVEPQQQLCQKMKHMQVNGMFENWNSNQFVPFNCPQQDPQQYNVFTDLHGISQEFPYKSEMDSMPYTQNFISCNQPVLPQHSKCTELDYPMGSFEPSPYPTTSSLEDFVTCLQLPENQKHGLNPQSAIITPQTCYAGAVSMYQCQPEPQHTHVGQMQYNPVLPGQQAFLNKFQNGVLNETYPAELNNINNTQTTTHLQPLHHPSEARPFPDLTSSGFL
RPL19A TOR yeast: yeast TOR pathway RPL19A-GFP modulation; S. cerevisiae RPL19A-GFP strain, flow cytometry, 3 h; hits give low values; percent response vs DMSO, % at 10 µM; actives 0.3% (n = 330,000); AID 2025;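 active = percent response vs DMSO below 50%; inconclusive = fewer than 70 events counted for the yeast strain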;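 also: median channel GFP fluorescence of the barcoded RPL19A-GFP strain; ratio of sample median GFP to plate DMSO average so 100% = DMSO; lower means less RPL19A-GFP as with rapamycin TOR inhibition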
LAP4 TOR yeast: modulators of TOR pathway LAP4-GFP in S. cerevisiae | S. cerevisiae LAP4-GFP multiplex, flow cytometry GFP, 3 h; median GFP as percent of DMSO wells | GFP response vs DMSO, % at 10 µM | actives 0.34% (n = 320,000) | AID 2023;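 active = GFP response vs DMSO above a set limit, about the screen mean plus 3 SD, cut at about 150% in these data; inconclusive = under 70 cell events counted for the yeast strain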
AGP1-GFP MLPCN: yeast TOR pathway AGP1-GFP modulation. S. cerevisiae AGP1-GFP multiplex flow cytometry, 3 h; GFP as percent of DMSO wells. GFP response vs DMSO, % at 10 µM. actives 0.02% (n = 320,000). AID 2066;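 active = GFP response relative to DMSO above a set limit, near screen average plus 3 SD, cut at about 150% in these data; inconclusive = fewer than 70 cells counted for the yeast strain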;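 also: median GFP channel fluorescence of the gated AGP1 strain per well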
procasp3 activ: activates human procaspase-3; recombinant procaspase-3 D3A, Ac-DEVD-pNA absorbance 405 nm; actives 0.11% (n = 330,000); activation, % at 8.5 µM; P42574; AID 463141;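 active = activation above the mean of all tested compounds plus 3 SD, cut at about 21% in these data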;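 also: 0% = DMSO alone and 100% = DMSO wells spiked with extra 5 µM PC-3 D3A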
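Assay system: Procaspase-3 D3A mutant, all three cleavage aspartates alanine. Buffer or medium: Zinc-free HEPES saline buffer with Triton X-100. Times: 1 h compound preincubation, 2 h substrate hydrolysis at 25 °C. Measured by: 405 nm absorbance of p-nitroaniline, reads at 0 and 120 min. Read-out basis: percent activation relative to control range. Replicates: singlicate.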
procasp7 counter: counter-screen for procaspase-3 activators: activators of human procaspase-7; AID 463210; actives 0.093% (n = 330,000); activation, % at 8.5 µM; recombinant procaspase-7, Ac-DEVD-pNA absorbance 405 nm; D23A/D198A/D206A triple mutant, cannot self-cleave; scale: DMSO 0, 5 µM enzyme 100; P55210;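 active = percent activation above the screen-wide mean plus 3 SD, cut at about 25% in these data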
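Detection: p-Nitroaniline absorbance at 405 nm, read at 0 and 120 min; system: Uncleavable procaspase-7 mutant enzyme; evaluation: % activation from two-timepoint absorbance difference, scaled to controls; times: 1 h enzyme–compound preincubation and 2 h substrate reaction, both 25 °C; buffer or medium: Zinc-free HEPES pH 7.4 with 300 mM NaCl, 0.01% Triton X-100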
Active calls of the source: *; ? = inconclusive; . = not tested or not shown; [ ] = another dose, or the depositor's remark.

#1 O=C(N1CCN(c2ccc(F)cc2)CC1)C12CC3CC(CC(C3)C1)C2
#2 CC(=O)C(=Cc1cn(-c2ccccc2)nc1-c1ccccc1)C(C)=O
#3 CCN1C(=O)N[C@@H](c2cccc(C(F)(F)F)c2)[C@@H](C(=O)OC)[C@H]1C
#4 O=C(NN1C(=O)C2C3C=CC(O3)C2C1=O)c1ccncc1 (stereo not drawn)
#5 N#C/C(=C\c1ccc(C(=O)O)cc1)c1ccccn1
#6 CCN(c1ccccc1)S(=O)(=O)c1ccc(C(=O)Nc2nccs2)cc1

entry no.	1	2	3	4	5	6
CIT2 TOR yeast	105	94	109	102	92	101
MEP2 TOR yeast	137	94	92	102	99	110
AHR act	7	-1	-2	2	1	4
RPL19A TOR yeast	98	102	97	101	95	96
LAP4 TOR yeast	109	117	127	96	117	102
AGP1-GFP MLPCN	100	95	88	99	95	99
procasp3 activ	-2	4	2	-15	-4	-3
procasp7 counter	-1	3	11	-8	4	-1

#7 CCCCCn1c(N(C)Cc2ccccc2)nc2c1c(=O)[nH]c(=O)n2C
#8 Cc1nnc(SCc2nc3sc(C(=O)O)c(C)c3c(=O)[nH]2)s1
#9 CCOc1ccc(NC(=O)C2CC(=O)N3CCCN=C3S2)cc1 (stereo not drawn)
#10 CCC(Sc1nc(-c2cccc(OC)c2)c(C#N)c(=O)[nH]1)C(=O)Nc1nnc(C(C)C)s1 (stereo not drawn)
#11 Cc1ccc(S(=O)(=O)Nc2cc(C(F)(F)F)ccc2N2CCOCC2)cc1
#12 C=CCn1c(C(CC(C)C)CC(C)O)n[nH]c1=S (stereo not drawn)

entry no.	7	8	9	10	11	12
CIT2 TOR yeast	92	104	99	101	102	106
MEP2 TOR yeast	96	95	100	99	98	106
AHR act	-2	0	3	-1	-1	0
RPL19A TOR yeast	101	97	101	97	99	104
LAP4 TOR yeast	113	109	101	101	85	96
AGP1-GFP MLPCN	100	101	104	102	93	103
procasp3 activ	3	6	-28	2	-3	-12
procasp7 counter	-2	0	-25	8	1	-17

#13 C=CCOc1c(Cl)cc(/C=N/O)cc1OC
#14 CCOC(=O)Cc1csc(NC(=O)/C=C/c2ccco2)n1
#15 Cc1c2cn[nH]c(=O)c2c(C)n1-c1ccccc1
#16 CCOc1ccc(NC(=O)C2CC(=O)N(CC)C(=Nc3ccc4c(c3)OCO4)S2)cc1 (stereo not drawn)
#17 CSc1ccccc1NC(=O)Nc1cccc(Cl)c1Cl
#18 COc1cccc(C(=O)N2CCN(S(=O)(=O)Cc3ccccc3)CC2)c1OC

entry no.	13	14	15	16	17	18
CIT2 TOR yeast	90	98	91	100	109	.
MEP2 TOR yeast	102	100	105	101	115	89
AHR act	-1	1	3	-1	14	-2
RPL19A TOR yeast	94	98	102	100	102	98
LAP4 TOR yeast	104	103	98	94	95	86
AGP1-GFP MLPCN	93	100	98	96	110	93
procasp3 activ	-4	5	0	1	4	7
procasp7 counter	12	-8	-6	-5	2	-6

#19 Cc1ccc(-n2nnc3c(=O)n(CC(N)=O)cnc32)cc1
#20 CCN(CC)S(=O)(=O)c1ccc(C(=O)N2CCN=C2SCc2cccnc2)cc1
#21 Cc1ccccc1-c1nc(C#N)c(N2CCC(C)CC2)o1
#22 Cc1nc(NCCNC(=O)c2ccco2)c2c(C)c(C)sc2n1
#23 COc1ccc(-c2nc(CS(=O)CC(=O)NCCCN3CCOCC3)c(C)o2)cc1OC (stereo not drawn)
#24 COc1ccccc1C(=O)NCCC(=O)Nc1ccc(S(=O)(=O)N2C(C)CCCC2C)cc1 (stereo not drawn)

entry no.	19	20	21	22	23	24
CIT2 TOR yeast	101	105	103	98	103	92
MEP2 TOR yeast	101	105	113	98	111	100
AHR act	-1	0	9	27	6	0
RPL19A TOR yeast	100	101	113	101	98	98
LAP4 TOR yeast	100	100	109	105	97	97
AGP1-GFP MLPCN	104	102	105	101	97	105
procasp3 activ	-7	-5	8	2	-10	6
procasp7 counter	15	4	3	0	-9	-2

#25 Cc1ccc(Cn2nnc3c(=O)[nH]c(C4CCCN(S(=O)(=O)c5ccccc5F)C4)nc32)cc1 (stereo not drawn)
#26 CC1(C)NC(=O)N(CC(=O)Nc2ccc(-n3cnnn3)cc2)C1=O
#27 O=C(C1CCN(S(=O)(=O)N2CCCCC2)CC1)N1CCCCC1
#28 CC(=O)N/C(N)=N/c1nc2cc(C)ccc2o1
#29 COCCOc1ccc(C(F)(F)F)cc1NC(=O)CN1C(=O)NC(C)(c2ccc3c(c2)OCO3)C1=O (stereo not drawn)
#30 CC(C)(C)OC(=O)NCCCC[C@H](NC(=O)c1nc[nH]c1C(=O)NCc1ccccc1)C(=O)OC(C)(C)C

entry no.	25	26	27	28	29	30
CIT2 TOR yeast	?	97	103	?	91	90
MEP2 TOR yeast	?	102	101	?	93	81
AHR act	-1	1	0	7	-1	6
RPL19A TOR yeast	?	104	97	19*[may fluoresce violet]	89	90
LAP4 TOR yeast	?	95	100	70[may fluoresce violet]	93	119
AGP1-GFP MLPCN	?	98	107	?	97	78
procasp3 activ	-1	5	-1	5	2	-1
procasp7 counter	4	-1	-8	4	2	-7

#31 O=C(NCCS(=O)(=O)N1CCc2ccccc2C1)c1ccccc1
#32 CC(=O)c1c(C)[nH]c(C(=O)Nc2ccc(C)c(C)c2)c1C
#33 Cc1ccc([C@@H]2[C@@H]3C(=O)N(C)C(=O)[C@@H]3[C@]3(Cc4ccccc4)C(=O)N(Cc4ccccc4)CC(=O)N23)o1
#34 CCN(CC)CCn1c2c(c(SCC(=O)Nc3cccc4ccccc34)nc1=O)CCC2
#35 CCc1ccccc1NC(=O)CSc1nc2ccccc2nc1N1CCOCC1
#36 CC(=O)Nc1ccc(NC(=O)Cn2cnc3c(nnn3Cc3ccc(F)cc3)c2=O)cc1

entry no.	31	32	33	34	35	36
CIT2 TOR yeast	90	101	102	94	90	103
MEP2 TOR yeast	104	99	102	94	97	106
AHR act	6	-16	-2	2	4	-2
RPL19A TOR yeast	101	101	101	99	100	101
LAP4 TOR yeast	95	105	99	102	95	91
AGP1-GFP MLPCN	95	97	101	100	92	97
procasp3 activ	-1	0	8	0	3	2
procasp7 counter	-8	-2	8	-3	-2	-4

#37 C/C=C/C(=O)OCC(=O)Nc1cccc(F)c1
#38 COc1ccc(Cl)cc1S(=O)(=O)N1CCN=C1Cc1ccccc1
#39 CCn1c(C)cc2c(c1=O)C(c1ccncc1)C(C#N)=C(N)O2 (stereo not drawn)
#40 O=C(CNC(=O)c1cccc(Cl)c1)NCC(c1cccs1)N1CCOCC1 (stereo not drawn)
#41 O=C(NN1CCOCC1)c1ccccc1
#42 CCc1nn2c(=O)cc(COC(=O)c3ccc(SC)cc3OC)nc2s1

entry no.	37	38	39	40	41	42
CIT2 TOR yeast	96	105	87	95	106	91
MEP2 TOR yeast	97	100	95	89	103	99
AHR act	-1	-6	-3	-1	-1	1
RPL19A TOR yeast	96	104	88	92	104	92
LAP4 TOR yeast	97	91	95	100	100	101
AGP1-GFP MLPCN	101	100	90	93	106	94
procasp3 activ	4	-6	-8	3	-4	-1
procasp7 counter	5	0	15	-6	0	12

#43 CC(C)(C)C(=O)NC(=S)NNC(=O)c1ccncc1
#44 CC(C)(CN1CCN(c2ccccc2)CC1)NS(=O)(=O)c1ccccc1
#45 Cc1nnc(SCC(=O)N(Cc2ccccc2)C(C)C)n1-c1ccccc1
#46 COc1ccc(C/C(C)=N/NC(=S)Nc2ccc(C(C)C)cc2)cc1
#47 CN(C)CCOCCOc1ccc(Cl)c2ccccc12
#48 N#Cc1ccc2nc3c(nc2c1)CCCC3
#49 Cc1ccc(C(=O)OCC(=O)Nc2cccc(S(=O)(=O)N3CCCCC3)c2)o1
#50 CC1=C(C#N)C(NC(=O)c2ccco2)(C(F)(F)F)C(=O)N1 (stereo not drawn)

entry no.	43	44	45	46	47	48	49	50
CIT2 TOR yeast	102	89	96	86	97	109	112	99
MEP2 TOR yeast	105	102	96	96	95	97	128	105
AHR act	0	1	2	6	9	2	-1	1
RPL19A TOR yeast	104	99	98	93	99	89	105	99
LAP4 TOR yeast	99	120	101	100	95	103	114	103
AGP1-GFP MLPCN	109	76	109	95	101	100	107	104
procasp3 activ	-12	-4	4	-4	-6	-3	-7	3
procasp7 counter	-9	7	2	-10	9	7	4	5

Ordered by length of the SMILES (ascending): some entries from above.
#41 O=C(NN1CCOCC1)c1ccccc1
#48 N#Cc1ccc2nc3c(nc2c1)CCCC3
#47 CN(C)CCOCCOc1ccc(Cl)c2ccccc12
#37 C/C=C/C(=O)OCC(=O)Nc1cccc(F)c1
#43 CC(C)(C)C(=O)NC(=S)NNC(=O)c1ccncc1
#35 CCc1ccccc1NC(=O)CSc1nc2ccccc2nc1N1CCOCC1
#42 CCc1nn2c(=O)cc(COC(=O)c3ccc(SC)cc3OC)nc2s1
#46 COc1ccc(C/C(C)=N/NC(=S)Nc2ccc(C(C)C)cc2)cc1

entry no.	41	48	47	37	43	35	42	46
CIT2 TOR yeast	106	109	97	96	102	90	91	86
MEP2 TOR yeast	103	97	95	97	105	97	99	96
AHR act	-1	2	9	-1	0	4	1	6
RPL19A TOR yeast	104	89	99	96	104	100	92	93
LAP4 TOR yeast	100	103	95	97	99	95	101	100
AGP1-GFP MLPCN	106	100	101	101	109	92	94	95
procasp3 activ	-4	-3	-6	4	-12	3	-1	-4
procasp7 counter	0	7	9	5	-9	-2	12	-10

#40 O=C(CNC(=O)c1cccc(Cl)c1)NCC(c1cccs1)N1CCOCC1 (stereo not drawn)
#34 CCN(CC)CCn1c2c(c(SCC(=O)Nc3cccc4ccccc34)nc1=O)CCC2
#36 CC(=O)Nc1ccc(NC(=O)Cn2cnc3c(nnn3Cc3ccc(F)cc3)c2=O)cc1

entry no.	40	34	36
CIT2 TOR yeast	95	94	103
MEP2 TOR yeast	89	94	106
AHR act	-1	2	-2
RPL19A TOR yeast	92	99	101
LAP4 TOR yeast	100	102	91
AGP1-GFP MLPCN	93	100	97
procasp3 activ	3	0	2
procasp7 counter	-6	-3	-4
